AGP1-GFP MLPCN: yeast TOR pathway AGP1-GFP modulation; AID 2066; hit rate 0.02% among 320,000; S. cerevisiae AGP1-GFP multiplex flow cytometry, 3 h; GFP as percent of DMSO wells; GFP response vs DMSO, % at 10 µM;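 active means GFP response relative to DMSO above a set limit, near screen average plus 3 SD, cut at about 150% in these data; inconclusive means fewer than 70 cells counted for the yeast strain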;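 further: median GFP channel fluorescence of the gated AGP1 strain per well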
MEP2 TOR yeast: alters MEP2-GFP fluorescence in TOR pathway yeast screen; S. cerevisiae MEP2-GFP strain, flow cytometry GFP, 3 h; 100% = DMSO control level; hit rate 0.51% among 330,000; GFP response vs DMSO, % at 10 µM;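 active means GFP response versus DMSO above a set limit, roughly screen mean plus 3 SD, cut at about 180% in these data; inconclusive means fewer than 70 cells counted for a yeast strain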;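 further: median GFP fluorescence of the barcode-gated MEP2-GFP cells per well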
LAP4-GFP MLPCN: alters LAP4-GFP fluorescence in TOR pathway yeast screen. S. cerevisiae LAP4-GFP multiplex, flow cytometry GFP, 3 h; median GFP as percent of DMSO wells. GFP response vs DMSO, % at 10 µM. hit rate 0.34% among 320,000. AID 2023;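 active means GFP response vs DMSO above a set limit, about the screen mean plus 3 SD, cut at about 150% in these data; inconclusive means under 70 cell events counted for the yeast strain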
RPL19A-GFP yeast: yeast TOR pathway RPL19A-GFP modulation | S. cerevisiae RPL19A-GFP strain, flow cytometry, 3 h; active compounds read low | percent response vs DMSO, % at 10 µM | hit rate 0.3% among 330,000 | AID 2025;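 active means percent response vs DMSO below 50%; inconclusive means fewer than 70 events counted for the yeast strain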;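 further: median channel GFP fluorescence of the barcoded RPL19A-GFP strain; ratio of sample median GFP to plate DMSO average so 100% = DMSO; lower means less RPL19A-GFP as with rapamycin TOR inhibition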
AHR act: activators of human aryl hydrocarbon receptor; AHR-responsive luciferase reporter cells, luminescence; hit rate 2.5% among 320,000; activation, % at 5 µM; P35869; in the data active means activation above about 47%;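 further: 0% = vehicle wells and 100% = reference agonist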
Target sequence (P35869 whole entry, looked up): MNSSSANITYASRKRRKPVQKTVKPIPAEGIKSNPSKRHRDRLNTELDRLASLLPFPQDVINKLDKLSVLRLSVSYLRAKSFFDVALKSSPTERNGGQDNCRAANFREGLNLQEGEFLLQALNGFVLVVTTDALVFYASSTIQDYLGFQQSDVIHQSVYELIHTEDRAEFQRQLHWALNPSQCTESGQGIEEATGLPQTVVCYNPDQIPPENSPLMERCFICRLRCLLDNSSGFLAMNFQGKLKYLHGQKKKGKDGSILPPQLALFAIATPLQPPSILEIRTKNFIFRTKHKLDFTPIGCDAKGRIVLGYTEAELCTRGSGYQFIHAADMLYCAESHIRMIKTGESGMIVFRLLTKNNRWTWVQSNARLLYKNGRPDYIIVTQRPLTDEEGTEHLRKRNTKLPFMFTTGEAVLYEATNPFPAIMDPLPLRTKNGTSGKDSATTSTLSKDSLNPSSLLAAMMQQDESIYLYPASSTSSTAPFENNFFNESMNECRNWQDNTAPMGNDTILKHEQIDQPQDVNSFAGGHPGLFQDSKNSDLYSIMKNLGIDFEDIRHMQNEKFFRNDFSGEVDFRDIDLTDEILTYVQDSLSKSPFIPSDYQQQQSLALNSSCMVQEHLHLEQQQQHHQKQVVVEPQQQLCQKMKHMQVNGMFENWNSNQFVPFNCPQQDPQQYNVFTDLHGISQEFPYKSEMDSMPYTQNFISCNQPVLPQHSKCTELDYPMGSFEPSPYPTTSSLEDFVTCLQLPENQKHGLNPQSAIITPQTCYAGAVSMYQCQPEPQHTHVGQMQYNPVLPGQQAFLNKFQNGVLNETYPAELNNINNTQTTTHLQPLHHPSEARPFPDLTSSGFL
proCasp3 act: activates human procaspase-3; P42574; recombinant procaspase-3 D3A, Ac-DEVD-pNA absorbance 405 nm; activation, % at 8.5 µM; hit rate 0.11% among 330,000;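 active means activation above the mean of all tested compounds plus 3 SD, cut at about 21% in these data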;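 further: 0% = DMSO alone and 100% = DMSO wells spiked with extra 5 µM PC-3 D3A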
Target sequence (P42574 whole entry D9A/D28A/D175A): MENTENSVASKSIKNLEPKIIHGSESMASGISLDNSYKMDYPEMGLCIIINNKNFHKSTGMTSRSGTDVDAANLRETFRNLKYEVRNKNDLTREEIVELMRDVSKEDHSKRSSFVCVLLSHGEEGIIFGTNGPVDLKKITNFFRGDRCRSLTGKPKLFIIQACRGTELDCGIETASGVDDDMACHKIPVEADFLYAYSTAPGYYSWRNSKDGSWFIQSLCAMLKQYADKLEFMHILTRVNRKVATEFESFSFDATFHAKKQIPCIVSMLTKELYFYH
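Assay system – Procaspase-3 D3A mutant · Benchmarks – DMSO low control, extra-enzyme high control · Technique – 405 nm absorbance of p-nitroaniline, reads at 0 and 120 min · Doses – 8.5 µM nominal · Measure – % activation between DMSO and enzyme-spiked controls · Also added – Ac-DEVD-pNA chromogenic peptide substrate · Schedule – 1 h compound preincubation, 2 h substrate hydrolysis at 25 °C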
proCasp7 act: counter-screen: procaspase-7 (human) activation. P55210. recombinant procaspase-7, Ac-DEVD-pNA absorbance 405 nm; D23A/D198A/D206A triple mutant, cannot self-cleave; scale: DMSO 0, 5 µM enzyme 100. activation, % at 8.5 µM. hit rate 0.093% among 330,000;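 active means percent activation above the screen-wide mean plus 3 SD, cut at about 25% in these data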
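buffer or medium = Zinc-free HEPES/NaCl buffer, pH 7.4 | material = Procaspase-7 triple mutant (PC-7 D3A) | input = 2 µM procaspase-7 mutant as dispensed | signal = Epi-absorbance of released pNA at 405 nm, two timepoints | timing = 1 h preincubation, 2 h reaction | replicates = singlicate compound testing | evaluation = % activation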
CIT2-GFP yeast: yeast TOR pathway CIT2-GFP modulation; S. cerevisiae CIT2-GFP strain, flow cytometry, 3 h; 100 means same as DMSO wells; hit rate 0.065% among 320,000; GFP response vs DMSO, % at 10 µM;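 active means GFP response relative to DMSO above a set limit, near the screen mean plus 3 SD, cut at about 150% in these data; inconclusive means Fewer than 70 cells measured for a yeast strain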;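 further: ratio of well median GFP fluorescence to mean of DMSO wells on the plate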
Active calls of the source: *; ? = inconclusive; nt = not tested or not shown; [ ] = another dose, or the depositor's remark.

SMILES	AGP1-GFP MLPCN	MEP2 TOR yeast	LAP4-GFP MLPCN	RPL19A-GFP yeast	AHR act	proCasp3 act	proCasp7 act	CIT2-GFP yeast
COC(=O)CNC(=O)c1cn(-c2ccc(C)c(C)c2)c(=O)c2ccccc12	96	104	91	104	1	-3	-7	104
COc1cc(O)c(C(CCN2CCCC2)c2cc(OC)c(OC)c(OC)c2)c(OC)c1 (configuration not stated)	103	97	90	101	1	-4	-14	105
CCOC(=O)c1c(-c2ccccc2)oc2ccc(OCC)cc12	98	103	94	103	5	3	-10	100
COCCNC(=O)CSc1ncnc2sc(-c3ccccc3)cc12	93	93	103	91	11	5	14	88
CC(C)(C)NC(=O)C(c1cccs1)N(CC1CCCO1)C(=O)c1ccc(-c2ccccc2)[nH]1 (configuration not stated)	99	108	92	102	4	6	7	100
O=C(CCCN1C(=O)/C(=C\c2ccccc2)SC1=S)Nc1ccccc1O	119	119	114	114	0	-8	-14	115
Cc1ccc(S(=O)(=O)N(Cc2ccc(F)cc2)Cc2ccco2)cc1	98	96	102	95	-4	-1	3	93
O=C(COC(=O)c1ccc(O)cc1)Nc1ccc(N2CCCCC2)cc1	106	99	98	104	5	-7	-4	109
Cc1ccc(Nc2nc3ccccc3s2)c(C)c1	101	104	112	104	23	-4	-4	97
c1ccc(CCc2ccccc2-c2nc(-c3ccccn3)no2)cc1	98	117	106	102	9	3	5	95
O=C(c1cccs1)N(Cc1cccc(Cl)c1)C1CCS(=O)(=O)C1 (configuration not stated)	82	100	79	85	15	4	1	69
CC(=O)Nc1ccc(S(=O)(=O)NCc2ccc(C(=O)NCc3ccc(Cl)cc3)cc2)cc1	100	103	93	96	0	10	4	105
CC1CCCC(NC(=O)C2c3ccccc3C(=O)N2Cc2cccs2)C1C (configuration not stated)	105	107	100	93	0	-4	3	103
O=C(CNC(=O)c1cccs1)OCc1ccc(Br)cc1	102	102	108	108	1	3	2	94
CCOC(=O)C1CCN(C(=O)c2cc(-c3ccncc3)nc3ccccc23)CC1	104	103	108	102	6	4	2	93
COc1ccc(C)cc1S(=O)(=O)N1CCN(C(=O)c2ncoc2-c2ccc(C)cc2)CC1	104	107	112	101	3	1	7	98
C[C@H](NC(=O)c1ccco1)C(=O)Nc1cccc([N+](=O)[O-])c1	95	107	109	90	1	-4	3	79
Cc1cc(C)n(-c2ccc(C(=O)Nc3ccccc3N3CCOCC3)cc2)n1	92	110	108	100	1	2	0	102
O=C(O)CCCNS(=O)(=O)c1ccc(NCc2ccccc2)c(C(=O)O)c1	90	91	91	90	0	2	-5	93
Cc1[nH]c2ccccc2c1CC(=O)O	83[may fluoresce red]	103[may fluoresce red]	79[may fluoresce red]	?	17	-3	6	109[may fluoresce red]

The last 2 entries of the section before are carried over, then new ones follow.
SMILES	AGP1-GFP MLPCN	MEP2 TOR yeast	LAP4-GFP MLPCN	RPL19A-GFP yeast	AHR act	proCasp3 act	proCasp7 act	CIT2-GFP yeast
O=C(O)CCCNS(=O)(=O)c1ccc(NCc2ccccc2)c(C(=O)O)c1	90	91	91	90	0	2	-5	93
Cc1[nH]c2ccccc2c1CC(=O)O	83[may fluoresce red]	103[may fluoresce red]	79[may fluoresce red]	?	17	-3	6	109[may fluoresce red]
O=c1ccnc(S/C=C/c2ccccc2)[nH]1	101	104	104	102	9	1	-8	104
CC(C)(C)NS(=O)(=O)c1ccc(NC(=O)Cc2ccccc2[N+](=O)[O-])cc1	101	97	101	97	10	11	9	93
Nc1nc(NCc2ccco2)nc(Nc2ccccc2)c1[N+](=O)[O-]	100	96	94	97	4	-3	-3	101
Cc1ccc(-n2cc(-c3ccccc3)[nH]c2=O)cc1F	104	100	97	98	4	10	4	99
Cc1cc(N/N=C/c2cccc(F)c2)nc(NCc2ccccc2)n1	105	101	111	99	17	5	0	91
CC(C)CC(=O)NC(=S)Nc1ccc(NC(=O)c2cccs2)cc1	102	98	94	98	-2	2	-10	100
COc1ccc(Cc2n[nH]c(=S)n2N)cc1OC	118	113	111	107	1	-9	-6	115
CNC(=O)N1c2ccccc2CCc2ccccc21	105	108	102	105	-4	2	-4	103
Cc1ccc(N=Nc2c(N)n(-c3ccccc3)[nH]c2=O)cc1	101	111	107	105	46	-1	-16	116
O=C(O)Cn1nc2c3c(cccc3c1=O)-c1ccccc1-2	96	107	91	102	3	-2	-1	103
CCOc1ccc(C(=O)OCC(=O)NCCCc2ccccc2)cc1	101	112	99	106	1	4	8	100
O=C(Nc1ccccc1C(=O)Nc1ccc(Br)cn1)c1ccccc1Cl	101	104	106	100	4	10	2	95
CCOC(=O)c1c(SC)n(-c2ccccc2)c(=S)n(-c2ccccc2)c1=O	92	100	83	100	nt	nt	nt	94
O=C(N=C1SC2CS(=O)(=O)CC2N1c1ccccc1Cl)C1CCCO1 (configuration not stated)	101	98	94	101	0	2	4	100
Cc1onc(-c2ccccc2Cl)c1C(=O)N1CCN(c2ncccn2)CC1	93	108	107	91	0	0	4	78
CN(C)CCOC(=O)c1ccc2[nH]c3c(c2c1)CSCC3	?	?	88	101	9	-3	0	95
CCOC(=O)CSc1nnc(-c2cccnc2)n1C	100	102	92	104	8	0	11	100
Cc1nnc(NC(=O)CCC(=O)NCc2ccco2)s1	99	111	106	100	5	-4	-3	102
Cc1ccc(-n2nnnc2-c2cnoc2-c2cccc(F)c2)cc1	nt	99	102	97	0	-5	12	93
CCOc1ncccc1C(=O)OCCCC(=O)c1ccc(Br)cc1	84	97	92	88	0	1	1	75

Some of the entries above, set out differently.
Below each compound – AGP1-GFP MLPCN | MEP2 TOR yeast | LAP4-GFP MLPCN | RPL19A-GFP yeast | AHR act | proCasp3 act | proCasp7 act | CIT2-GFP yeast
CCOC(=O)CSc1nnc(-c2cccnc2)n1C
→ 100 | 102 | 92 | 104 | 8 | 0 | 11 | 100
Cc1nnc(NC(=O)CCC(=O)NCc2ccco2)s1
→ 99 | 111 | 106 | 100 | 5 | -4 | -3 | 102

The listing continues.
SMILES	AGP1-GFP MLPCN	MEP2 TOR yeast	LAP4-GFP MLPCN	RPL19A-GFP yeast	AHR act	proCasp3 act	proCasp7 act	CIT2-GFP yeast
Cc1cc(C)c(NC(=O)CSCc2c(C)noc2C)c(C)c1	104	107	101	102	1	2	4	103
CCCCc1ccc(S(=O)(=O)N/N=C(/C)c2ccncc2)cc1	97	93	95	97	2	-17	-14	95
Nc1c(NCc2ccccc2)c(=O)[nH]c(=O)n1Cc1ccccc1	101	109	114	104	14	-5	9	114
CNC(=S)N(CCc1ccc(S(N)(=O)=O)cc1)C1CC(=O)N(c2ccccc2F)C1=O (configuration not stated)	103	96	99	99	1	7	-5	nt
COC(=O)Cc1nc(NC(=O)c2cccs2)sc1C	100	105	111	101	6	-4	10	94
COc1ccc(CN2CCC(=O)N([C@H](CO)c3ccccc3)CC2)cc1	93	106	110	102	1	3	-13	81
CCOCCCNC(=S)Nc1ccc2nc(N3CCN(CC)CC3)cc(C)c2c1	108	103	106	102	5	2	9	101
COc1ccc(CC(=O)NNS(=O)(=O)c2ccccc2[N+](=O)[O-])cc1	96	101	95	100	2	6	0	97
O=C(CCc1ccccc1)NN1C(=O)C2C3C=CC(O3)C2C1=O (configuration not stated)	104	98	102	98	2	-17	-18	104
O=C(O)C(Sc1ccncn1)c1ccccc1 (configuration not stated)	108	100	102	101	4	-7	-3	106
CSc1nc2nc3c(cc2c(=O)n1-c1ccccc1C)CCCC3	94	100	96	102	0	3	-3	100
CNC(=O)NC(=O)CSc1ccc(S(=O)(=O)N2CCOCC2)cn1	104	103	104	96	0	-7	-7	98
Cc1cccc(C(CC(=O)N2CCCC2)c2ccccc2)c1O (configuration not stated)	96	98	101	98	-4	7	4	103
CCS(=O)(=O)N1Cc2ccccc2CC1C(=O)OCC(=O)N(C(C)C)C(C)C (configuration not stated)	99	98	99	96	-1	-2	-1	99
CCCC/C=C/C(NC(=O)c1ccc(C(=O)OC)cc1)c1ccccc1 (configuration not stated)	97	99	107	107	2	10	-5	96
Cn1nc(C(=O)NCc2ccc(F)cc2)c2ccccc2c1=O	100	99	83	96	-1	3	-3	91
S=c1[nH]nc(-c2ccccc2)n1/N=C/c1cccc(Br)c1	92	107	87	103	19	-2	16	97
CCOC(=S)SCc1cn2cccc(C)c2n1	95	105	98	95	13	-18	-29	97
CC(=O)c1c(C)cc(C)c(CSc2ccccn2)c1C	99	107	90	104	3	-6	-21	99
O=C(/C=C/Nc1ccccc1)c1ccc(Cl)cc1Cl	84	100	78	95	-3	-9	-16	89
Cc1ccc(O)c(Sc2cc(C)ccc2O)c1	103	102	103	98	3	-14	-12	99
COc1ccc(-c2cc(C(F)(F)F)n3nc(C(=O)NCCCN4CCOCC4)cc3n2)cc1	108	101	106	97	1	-4	3	96
CCCn1c(-c2cccs2)nc2c1c(=O)[nH]c(=O)n2Cc1ccccc1	92	96	93	96	11	3	3	81
Cc1ccc(CN2CCN(C(=O)CCC(=O)Nc3nnc(C(C)C)s3)CC2)c(C)c1	97	101	88	97	-3	1	-6	102
CCOC(=O)c1cnc(=O)[nH]c1C	107	120	104	105	7	0	1	105
Cc1ccc(S(=O)(=O)NNC(=O)c2ccncc2)cc1[N+](=O)[O-]	97	83	74	103	2	7	-1	106
Cc1cccc(OCC(=O)Nc2ccc3c(c2)C(=O)NC3=O)c1	23	100	100	93	-4	4	1	93
O=C(CN1CCOCC1)N/N=C/c1ccc(-c2ccc(C(=O)O)cc2)o1	101	97	107	98	2	1	3	95
Cc1ccc(Nc2c3c(nc4ccccc24)CCC3)cc1	112	91	111	100	4	1	5	111
CCOC(=O)Cc1csc(NS(=O)(=O)c2ccc(Br)cc2)n1	97	98	98	93	-2	4	5	92
CCOC(=O)N/N=C1\CCc2ccccc21	112	103	111	112	24	-3	2	103
CC(Oc1ccc2c(-c3ccccc3)cc(=O)oc2c1)C(=O)NCC(O)c1ccccc1 (configuration not stated)	102	108	109	102	-1	2	-9	101
COc1ccc(C2/C(=C(/O)c3ccccc3)C(=O)C(=O)N2c2ccccn2)c(OC)c1 (configuration not stated)	106	106	97	99	2	3	-2	102
O=C(NCCCN1CCOCC1)c1ccccc1-c1ccccc1	92	90	?	95	-1	4	3	89
CN(C(=O)c1ccc(Cl)c(S(=O)(=O)N2CCOCC2)c1)c1ccccc1C(=O)O	95	98	87	94	1	3	0	97
O=c1cc(N2CCC3(CC2)OCCO3)[nH]c(=O)n1C1CCCCC1	106	111	111	103	7	-6	-1	110
CCc1ccccc1NC(=O)CN(C)C(=O)Cn1ncc(Cl)c(Cl)c1=O	97	95	96	98	2	-6	4	98
COc1ccc(C2c3[nH]c4ccccc4c3CCN2C(=O)c2cc3ncccn3n2)c(F)c1 (configuration not stated)	100	93	100	95	22	0	4	90
COC(Cc1nnc(SC)n1-c1ccccc1)OC	106	104	102	106	9	8	-8	106
CCNCC(=O)N1c2ccccc2CCc2ccc(NC(C)=O)cc21	97	100	90	98	1	1	-6	103
O=C(NCC1CCCO1)c1cccc(C(=O)NCC2CCCO2)c1 (configuration not stated)	99	99	85	101	-1	3	0	95
COc1ccc(NCC(=O)Nc2cccc(C(F)(F)F)c2)cc1S(=O)(=O)N1CCOCC1	91	92	97	90	1	-1	3	92

Screens: PubChem, several laboratories
